Assay outcomes from PubChem BioAssay.
XiGFP reactiv: activators of inactive X chromosome reactivation, primary screen, imaging, XiGFP fibroblasts, GFP high-content imaging, set 2; XiGFP mouse fibroblasts, % GFP-positive cells imaging, 3 d; cells co-treated with 5-aza-dC sensitizer; scaled so ellipticine positive control = 100%; AID 743238, 2013; activation, % at 7.58 µM; hit rate 0.055% among 360,000;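 active = mean normalized replicate activation at least 10% and every replicate at or above 10%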;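 also: 0% = median of on-plate neutral control wells and 100% = ellipticine 6 µM median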
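System: 68-5-11 XiGFP fibroblast line; Timing: 3 days compound exposure; Compound dosing: one concentration, pinned; Benchmarks: positive control ellipticine, 6 µM final; Buffer or medium: DMEM containing 5-aza-dC.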
ARNT TACC3 PPI: disruptors of ARNT/TACC3 protein interaction, primary screen, biochemical, AlphaScreen, single concentration; AlphaScreen His-ARNT PAS-B/GST-TACC3 binding, luminescence; TACC3 fragment carries E629A point mutation; inhibition, % at 9.99 µM; hit rate 0.66% among 390,000;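 active = mean inhibition of replicates at least 50% and at least half of replicates each reaching 50%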;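 also: 0% = complete ARNT plus TACC3 wells and 100% = ARNT alone without TACC3; many hits fall short of the cut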
INS-1E GSIS act: GLuc luminescence reporter in INS-1E cells, primary screen for activators of glucose-dependent secretion of insulin. activation, % at 16.6 µM. hit rate 0.61% among 370,000. INS-1E GLuc reporter insulin secretion, 2-3 h;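 active = lowest replicate activation of at least 40%, so every replicate reaches that level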;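 also: 0% = median of neutral control wells and 100% = median of IBMX positive control wells; some compounds called inactive have numbers as strong as hits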
RAD54 inh: inhibitors of human RAD54 branch migration, primary screen, biochemical, fluorescence, single point. RAD54 Holliday junction branch migration, FAM/BHQ fluorescence. hit rate 0.14% among 360,000. inhibition, % at 10.4 µM;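 active = mean normalized replicate activity at least 40 and at least half of replicates scoring 40 or more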;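 also: 0% = median of neutral control wells and 100% = median of positive control wells; inhibitors cause a drop in the FAM fluorescence signal; in these data hits start at about 50%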
esBAF inh: Bmi1 luciferase reporter increase in mESCs, primary screen, esBAF inhibitor project, mouse ES cells, Bmi1 luciferase knock-in, single point | hit rate 2% among 350,000 | 24 h; 100% = twice the neutral-well signal | reporter increase, % at 12.5 µM; in the data active = activation above about 40%;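 also: 0% = median of the plate's neutral control wells and 100% = double that signal; a rise in the Bmi1 reporter signal indicates esBAF inhibition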
F508del corr: F508del CFTR correction, initial screen, CFBE line, single point | CFBE cells, YFP halide quenching; stimulated with forskolin plus potentiator P3; % fluorescence drop versus neutral controls | activity (quench increase), % at 7.58 µM | hit rate 0.36% among 350,000;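 active = mean added fluorescence quench of at least 8% versus neutral control, with both replicates also reaching 8%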;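 also: cells transiently co-express mutant CFTR-F508del with the halide-sensitive YFP; corrector assay measuring rescue of mutant channel to the surface after 24 h compound exposure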
RAD52 inh: RAD52 DNA annealing inhibitors, primary screen, biochemical, FRET, single point, set 2; recombinant RAD52 DNA annealing, FRET fluorescence; inhibition, % at 18.7 µM; hit rate 0.46% among 360,000;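 active = every replicate showing at least 50% inhibition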
Target sequence (P43351 whole entry, looked up): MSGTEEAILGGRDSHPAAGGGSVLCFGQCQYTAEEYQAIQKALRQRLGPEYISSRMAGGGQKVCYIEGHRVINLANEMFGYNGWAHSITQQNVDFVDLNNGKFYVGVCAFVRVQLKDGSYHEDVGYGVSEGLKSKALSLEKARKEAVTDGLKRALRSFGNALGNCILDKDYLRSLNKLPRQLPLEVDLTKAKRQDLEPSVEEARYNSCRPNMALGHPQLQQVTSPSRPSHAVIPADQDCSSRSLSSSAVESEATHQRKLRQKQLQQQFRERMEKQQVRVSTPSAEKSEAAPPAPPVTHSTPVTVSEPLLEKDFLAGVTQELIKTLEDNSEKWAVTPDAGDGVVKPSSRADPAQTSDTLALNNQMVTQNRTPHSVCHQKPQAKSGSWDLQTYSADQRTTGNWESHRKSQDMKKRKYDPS
ERAP1 HTS inh: human ERAP1 aminopeptidase inhibitors, primary screen, biochemical, single point, plate reader; hit rate 0.15% among 340,000; inhibition, % at 10.7 µM; Endoplasmic reticulum aminopeptidase 1 (Homo sapiens), Q9NZ08; recombinant ERAP1, Leu-AMC fluorescence, 60 min;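 active = mean replicate inhibition of at least 30%, or all replicates individually reaching that 30% level; inactive = mean below 30% and not every replicate reaching it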;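 also: 0% = neutral control wells and 100% = L-leucinethiol positive control wells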
* marks the source's active call; other numbers are inactive results; . = not tested or not shown.

Screens in order: XiGFP reactiv	ARNT TACC3 PPI	INS-1E GSIS act	RAD54 inh	esBAF inh	F508del corr	RAD52 inh	ERAP1 HTS inh
C[C@H]1CN([C@@H](C)CO)C(=O)c2cccc(NS(C)(=O)=O)c2O[C@@H]1CN(C)CC1CCCCC1
→ 0.2	2	10	0	-1	-0.8	1	-2
COc1ccc(C(CNC(=O)c2oc3cc(Br)ccc3c2C)N2CCCCC2)cc1 (configuration not stated)
→ 0.0	1	17	-7	-1	0.0	-20	-2
O=C(N/N=C/c1ccc(O)c(O)c1)c1cccc(S(=O)(=O)N2CCCCC2)c1
→ 0.0	2	-8	1	-3	-2.3	-12	2
CCOc1ccc(C(=O)COC(=O)CN2C(=O)NC3(CCCCC3C)C2=O)cc1 (configuration not stated)
→ 0.0	-3	12	-3	2	2.2	0	4
CN1c2ccc(-c3cccc(C#N)c3)cc2[C@@H]2[C@@H](CCN2C(=O)c2cccc(F)c2)[C@@H]1CO
→ 0.2	2	-9	1	3	1.1	.	.
COCC#Cc1ccc([C@H]2[C@@H](CO)N3C(=O)CN(C(=O)C4CCCC4)C[C@@H]23)cc1
→ 0.0	.	11	.	.	3.7	-7	3
CCNC(=S)Nc1cccc(F)c1C
→ 0.1	.	-5	.	.	-1.1	-1	-9
CCOc1ccc(CSCCNC(=S)Nc2ccc(OC)cc2)cc1
→ 0.5	1	-33	.	.	-4.1	-6	-1
CCCC(=O)Nc1nnc(S(=O)(=O)N(CC)c2ccc(OC)cc2)s1
→ 0.0	9	-2	2	-12	2.6	-8	-2
CC1(C)CC2CC(C)(CN2C(=O)c2cc(-c3ccc(O)cc3)on2)C1 (configuration not stated)
→ 0.3	.	-13	6	5	0.4	-9	1
CCCNc1nc(Cl)nc(Nc2ccc(Cl)cc2)n1
→ 0.1	-4	-12	-4	30	-0.1	-12	-1
COc1ccc(C(=O)NNC(=O)C(=O)Nc2ccc(C)cc2)cc1
→ 0.1	3	9	2	.	2.8	-8	-1
CCOC(=O)C1(C)CCCN(C(=O)c2cccc(C#N)c2)C1 (configuration not stated)
→ 0.0	.	9	-8	-4	0.3	-6	0
O=C(Nc1ccc(F)cc1)N[C@H]1CC[C@H](CC(=O)N2CCCCC2)O[C@@H]1CO
→ 0.4	.	8	1	3	0.0	12	0
COc1ccc(NC(=O)N[C@H]2CC[C@H](CCn3cc(-c4ccccn4)nn3)O[C@H]2CO)cc1
→ -0.2	41	6	-2	0	-1.1	-2	-2
CCN(CC)S(=O)(=O)c1cc(C(=O)O)ccc1Cl
→ .	-7	14	-2	2	.	.	.
C[C@@H]1CN([C@@H](C)CO)C(=O)c2cc(C#CC3CC3)cnc2O[C@H]1CN(C)C
→ 0.0	-2	25	5	0	-0.7	7	-2
Cc1cccc(C2c3[nH]c4ccccc4c3CCN2C(=O)c2cc(-c3cccn3C)n[nH]2)n1 (configuration not stated)
→ 0.0	-2	-16	-6	-3	5.4	-19	4
CCCOc1ccc(N2C(=O)CC(N(CCc3ccc(OC)cc3)C(=O)/C=C/C(=O)O)C2=O)cc1 (configuration not stated)
→ 0.0	4	-2	.	.	-0.4	-12	-1
Cc1ccc(S(=O)(=O)N[C@H]2CC[C@@H](CCNC(=O)C3CCCCC3)O[C@@H]2CO)cc1
→ 0.0	-14	-3	-4	1	-0.2	-13	5
C[C@@H]1CN([C@@H](C)CO)C(=O)c2cccc(NC(=O)Nc3ccc(C(F)(F)F)cc3)c2O[C@H]1CN(C)C(=O)Nc1ccccc1
→ -0.1	.	-15	6	0	1.6	-4	1
COc1cc(/C=N/NC(=O)c2ccncc2)ccc1OC(=O)c1ccccc1Cl
→ 0.3	7	-6	.	.	-1.7	-2	-2
CC1CCCN(C(=O)COC(=O)COc2ccc(Cl)cc2)C1 (configuration not stated)
→ 0.3	2	.	.	.	1.2	-20	1
Cc1ccc(S(=O)(=O)Nc2ccc3c(c2)C(=O)N([C@@H](C)CO)C[C@H](C)[C@@H](CN(C)S(=O)(=O)c2cccs2)O3)cc1
→ -0.2	-6	-6	-8	5	0.6	-9	1
Cc1cc(-n2cccn2)ccc1CN1CCN(C2CCCC2)C(CCO)C1 (configuration not stated)
→ 0.1	-3	5	.	.	0.9	-14	-1
Fc1ccc(CN2C3=NCCCN3c3ccccc32)cc1
→ 0.6	-2	32	.	.	.	-12	0
Cc1ccc(OCCc2csc(N)n2)cc1
→ -0.1	-2	-11	-11	30	2.3	-57	-2
O=C(COC(=O)c1cccs1)NCCC1=CCCCC1
→ 0.1	-2	-8	.	.	-0.9	7	16
CO[C@H]1CN(C)C(=O)c2ccc(NC(=O)C3CCC3)cc2OC[C@@H](C)N(C(=O)NC(C)C)C[C@H]1C
→ -0.3	-3	-3	-6	-2	2.2	2	-3
Cc1ccc(Cn2nnnc2CN2CCC(O)(c3ccc(F)cc3)CC2)cc1
→ .	-1	1	4	6	0.4	8	-2
COc1ccc(C)cc1NS(=O)(=O)c1ccc2c(c1)N(C)CCO2
→ 0.0	-1	0	-4	6	-0.5	-5	-2
N#CC1=C(N)OC2=C(C(=O)CCC2)C1c1cc2c(cc1Cl)OCO2 (configuration not stated)
→ 0.2	-2	0	-7	2	-3.6	-8	4
CCOc1ccc(OCCC(=O)N(CC)CC(=O)NCc2ccc(Cl)cc2)cc1
→ 0.0	-1	-64	.	.	-1.1	-3	-4
Cc1ccc(C(=O)C=Cc2ccc3c(c2)OCO3)c(C)c1
→ 0.3	.	-34	.	.	4.2	-7	-5
CN(C(=O)COc1ncnc2sccc12)c1ccccc1
→ 0.0	-3	.	1	-6	-1.4	-11	3
O=C(c1ccccc1)N1C[C@@H]2[C@H](c3ccccc31)[C@@H](CO)N2Cc1ccccc1F
→ 0.0	-1	8	1	-4	4.5	-7	-1
NC(=O)C1(N2CCCCC2)CCN(S(=O)(=O)c2ccc(Cl)s2)CC1
→ 0.1	-3	-5	-7	-7	2.2	-1	-2
COc1cc(Cl)c(C)cc1NC(=O)Cn1c(NCCO)nc2ccccc21
→ -0.2	-6	28	7	.	-0.4	-6	.
Oc1ccc(-c2n[nH]c(=S)n2-c2ccc3c(c2)OCCO3)c(O)c1
→ 0.5	13	11	0	.	.	.	.
COc1ccc(NC(=O)c2ccc3c(=O)n(-c4ccc(OC)cc4OC)c(=S)[nH]c3c2)c(OC)c1
→ 0.4	-2	-4	.	.	-0.1	-19	2
O=C(COC(=O)CNC(=O)c1ccc(Cl)cc1Cl)NC1CC1
→ 0.2	-2	.	-2	-5	-0.9	-14	1
COc1ccc(CCNC(=O)CN2C(=O)CSc3ccc(S(=O)(=O)N4CCOCC4)cc32)cc1OC
→ 0.0	0	15	-1	-4	0.8	2	-4
Cc1cccc(NC(=O)c2cc(S(=O)(=O)N3CCCCC3)c[nH]2)c1
→ 0.0	.	.	7	10	-2.1	-11	1
O=C1OC(Oc2ccc(Br)cc2)(c2ccccc2)c2ccccc21 (configuration not stated)
→ 0.0	-12	-36	-2	16	-3.8	-19	0
CC1Cc2cc(S(=O)(=O)N3CCN(C)CC3)ccc2N1C(=O)C1CC1 (configuration not stated)
→ 0.0	-2	.	0	-5	-0.7	-6	0
CCOc1ccc(NS(=O)(=O)c2ccc(C(=O)NCC(c3ccccc3OC)N3CCCC3)cc2)cc1 (configuration not stated)
→ 0.3	4	-17	.	.	-2.3	-8	0
CCN(CC)C(=O)C(=O)c1cn(CC(=O)N2CCc3ccccc3C2)c2ccccc12
→ 0.0	-3	-2	-8	-8	-1.5	-7	2
CN1CCN(C(=O)C[C@@H]2CC[C@H]3[C@@H](COC[C@H](O)CN3C(=O)C3CCCC3)O2)CC1
→ 0.0	-7	-3	-7	-3	-1.1	-77	3
C[C@H]1CN([C@@H](C)CO)C(=O)c2cc(NC(=O)CCCCCC(=O)Nc3ccccc3N)ccc2O[C@H]1CN(C)C
→ -1.2	.	2	.	.	3.4	13	0
C[C@@H]1CN([C@H](C)CO)C(=O)c2cc(C#Cc3ccccc3)cnc2O[C@H]1CN(C)CC1CCOCC1
→ -0.1	12	-8	6	4	1.8	25	0

New compounds follow.
Screens in order: XiGFP reactiv	ARNT TACC3 PPI	INS-1E GSIS act	RAD54 inh	esBAF inh	F508del corr	RAD52 inh	ERAP1 HTS inh
N#Cc1ccc(S(=O)(=O)NC[C@H]2O[C@@H](n3cnc4c(N)ncnc43)[C@H](O)[C@@H]2O)cc1
→ 0.1	1	-9	1	-2	6.5	-5	0
CCC(=O)N1Cc2cc(C(=O)N(C)C)nc(-c3cccc(-c4cncnc4)c3)c2[C@H]1CCO
→ 0.2	-8	5	-9	-12	.	12	3
CC(C)CN1C=C2C(=O)C(C)(OC(=O)CCc3ccccc3)C(=O)C=C2C=C1c1ccc(C#N)cc1 (configuration not stated)
→ 0.0	5	5	-8	3	2.0	-52	.
Cc1cc(O)c(/C=N/Nc2ccccc2)c(=O)o1
→ .	-30	10	-4	5	.	.	.
CO[C@H]1CN(C)C(=O)c2cc(NS(C)(=O)=O)ccc2OC[C@H](C)N(C(=O)C2CCOCC2)C[C@@H]1C
→ 0.3	4	15	-1	-2	-0.6	-5	3
Cc1ccccc1C(=O)N(CC(=O)Nc1sc(C)c(C)c1C(N)=O)C1CCCC1
→ 0.0	2	-11	1	-5	0.1	-20	0
CCOC(=O)c1ccc(NC(=O)COC(=O)Cc2csc(-c3ccccc3)n2)cc1
→ 0.0	-1	-5	-1	15	.	-32	-4
CCOC(=O)CON1C(=O)C(=O)N(OCC(=O)OCC)[C@H]2CCCC[C@H]21
→ 0.3	-5	18	.	.	-1.3	1	1
CCOc1ccc(CCNC(=O)c2ccc3nc(CC)c(CC)nc3c2)cc1
→ 0.3	12	8	-6	7	2.2	-3	0
COc1cccc(NC(=O)Nc2ccc3c(c2)C(=O)N(C)[C@H]2CC[C@H](CC(=O)NCCc4ccccc4)O[C@@H]2CO3)c1
→ 0.2	-5	-5	-5	4	.	-12	-1
COC(=O)C(C(=O)OC)c1ncccc1NS(=O)(=O)c1ccc(C)cc1
→ 0.1	.	11	.	.	0.7	-17	0
C[C@H](CO)N1C[C@H](C)[C@@H](CN(C)Cc2ccc(C(F)(F)F)cc2)Oc2ccc(NC(=O)Nc3ccc(F)cc3)cc2C1=O
→ -0.1	-8	-8	-9	0	5.9	-13	0
CCN(CC)C(CNC(=O)CSc1nnnn1-c1ccc(C)c(C)c1)c1ccco1 (configuration not stated)
→ 0.0	.	-22	.	-4	0.2	-62	2
COc1cc(NC(=O)CN2CC(c3ccccc3)CC2=O)cc(OC)c1 (configuration not stated)
→ -0.1	-8	-1	-2	0	-0.6	6	0
Cc1ccc2oc(Nc3nc(C)c(C)c(C)n3)nc2c1
→ 0.2	-5	21	.	.	-2.0	-8	-1
COc1ccc(CNC(=O)COC(=O)c2cc3ccccc3cc2O)cc1OC
→ 0.2	7	0	6	1	-0.6	-11	1

Entries of single compounds from above:
`CCOc1ccc(C(=O)COC(=O)CN2C(=O)NC3(CCCCC3C)C2=O)cc1` (configuration not stated) reads XiGFP reactiv = 0.0; ARNT TACC3 PPI = -3; INS-1E GSIS act = 12; RAD54 inh = -3; esBAF inh = 2; F508del corr = 2.2; RAD52 inh = 0; ERAP1 HTS inh = 4
`CCOC(=O)c1ccc(NC(=O)COC(=O)Cc2csc(-c3ccccc3)n2)cc1` reads XiGFP reactiv = 0.0; ARNT TACC3 PPI = -1; INS-1E GSIS act = -5; RAD54 inh = -1; esBAF inh = 15; F508del corr = .; RAD52 inh = -32; ERAP1 HTS inh = -4
